# VLA-4 inh: inhibition in a human VLA-4 binding assay. inhibition, % (about 7 µM as worked out from the volumes in the protocol). VLA-4 expressing cells, ligand binding flow cytometry. 0.2% of 330,000 active. P13612; in the data active means inhibition above about 50%
# Efflux pump mplx: inhibitors of Candida antifungal efflux pumps expressed in yeast. S. cerevisiae Candida pump triplex, Nile Red efflux. inhibition, % at 10 µM. 0.44% of 330,000 active. AID 485275;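 active means plate passing quality check with inhibition over a set limit, or well fluorescence over plate mean plus 4 SD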;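 further: Nile Red retained in pooled yeast measured as flow cytometry median fluorescence; 0% = buffer negative control and 100% = Enniatin B positive control; higher means more Nile Red kept so more efflux inhibition; some compounds called inactive have numbers as strong as hits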
# Fam108B inh: Fam108B inhibition, counter-screen for RBBP9 inhibitors; recombinant Fam108B, FP-Rh probe fluorescence polarization; inhibition, % at 9.51 µM; 0.33% of 300,000 active; AID 1947;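 active means inhibition above the screen mean inhibition plus 3 SD, computed separately per campaign, cut at about 18% in these data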;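 further: inhibitors lower polarization as less probe binds the enzyme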
# MCL1 BIM primary: inhibitors of human MCL1 binding to BIM-BH3 peptide. Q07820. GST-MCL1 / FITC-Bim-BH3 fluorescence polarization. 0.68% of 320,000 active. inhibition, % at 10.9 µM;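 active means inhibition above the mean inhibition of all tested compounds plus 3 SD, set per campaign, cut at about 40% in these data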;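 further: 0% = DMSO wells and 100% = unlabeled Bim-BH3 peptide control; higher means more loss of mP so more displacement of Bim peptide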
# GRK2 aptamer HTS: human GRK2 inhibition via aptamer displacement. 0.59% of 330,000 active. P25098. bead flow cytometry, FAM-aptamer displacement from GRK2. inhibition of aptamer binding, % at 10 µM. AID 488847;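 active means inhibition of aptamer binding above 40%, roughly 3 SD of noise, on plates passing a quality check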;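 further: median bead fluorescence of bound FAM aptamer so fluorescent compounds give negative values; no value below 0 was filed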
# Target sequence (P25098 whole entry, looked up): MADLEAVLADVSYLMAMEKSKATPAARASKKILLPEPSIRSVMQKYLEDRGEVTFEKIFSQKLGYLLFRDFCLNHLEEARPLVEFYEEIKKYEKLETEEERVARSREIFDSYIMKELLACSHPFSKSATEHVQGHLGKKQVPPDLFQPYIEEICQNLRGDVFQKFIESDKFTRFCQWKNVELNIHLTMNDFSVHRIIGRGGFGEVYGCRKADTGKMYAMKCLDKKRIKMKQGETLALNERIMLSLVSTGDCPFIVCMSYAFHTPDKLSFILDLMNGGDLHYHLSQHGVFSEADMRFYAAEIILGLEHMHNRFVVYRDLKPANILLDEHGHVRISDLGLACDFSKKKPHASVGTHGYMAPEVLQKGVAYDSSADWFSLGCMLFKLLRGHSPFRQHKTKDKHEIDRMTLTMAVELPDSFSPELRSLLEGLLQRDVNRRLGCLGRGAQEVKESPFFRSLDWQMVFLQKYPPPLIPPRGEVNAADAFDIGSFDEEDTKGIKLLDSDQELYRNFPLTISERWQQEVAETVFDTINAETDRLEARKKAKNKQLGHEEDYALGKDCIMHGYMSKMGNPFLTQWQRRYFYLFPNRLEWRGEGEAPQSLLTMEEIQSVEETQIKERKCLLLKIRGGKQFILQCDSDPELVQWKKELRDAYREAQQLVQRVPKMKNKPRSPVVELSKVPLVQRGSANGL
# GLD-1 TGE inh: GLD-1-TGE RNA interaction inhibition (C. elegans); Q17339; purified GLD-1 + fluorescein TGE RNA, fluorescence polarization; inhibition, % at 5.96 µM; 0.44% of 320,000 active;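 active means percent inhibition above a per-plate cutoff, the plate mean of test compounds plus 3 SD, cut at about 30% in these data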;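 further: 0% = DMSO wells with GLD-1 and probe and 100% = wells lacking GLD-1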
# PME-1 primary: blocks human protein phosphatase methylesterase 1; recombinant PME-1, FP-Rh probe fluorescence polarization; inhibition, % at 5.9 µM; 0.53% of 320,000 active; AID 2130;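 active means inhibition above the campaign mean of all compounds plus 3 SD, cut at about 26% in these data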;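 further: competitive labeling of PME-1 active site by serine hydrolase directed probe; 0% = PME-1 with DMSO and 100% = wells lacking PME-1 enzyme; inhibitors block probe labeling so polarization falls and inhibition rises; many of its hits are not listed in these tables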
# Target sequence (Q9Y570 whole entry, looked up): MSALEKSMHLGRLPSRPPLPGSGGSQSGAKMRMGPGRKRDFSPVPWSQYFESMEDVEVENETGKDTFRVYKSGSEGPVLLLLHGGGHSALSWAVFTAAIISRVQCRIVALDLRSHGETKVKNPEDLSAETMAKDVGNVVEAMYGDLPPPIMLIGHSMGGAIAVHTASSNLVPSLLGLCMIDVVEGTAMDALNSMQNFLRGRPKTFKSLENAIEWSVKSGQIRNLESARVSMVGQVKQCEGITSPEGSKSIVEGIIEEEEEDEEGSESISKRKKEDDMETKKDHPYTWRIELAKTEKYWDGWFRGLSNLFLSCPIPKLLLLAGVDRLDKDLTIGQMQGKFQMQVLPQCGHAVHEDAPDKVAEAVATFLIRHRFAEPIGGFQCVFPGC
# MEX-5 binding: C. elegans MEX-5 TCR-2 RNA binding activity; 0.38% of 300,000 active; Q9XUB2; MEX-5/FITC-TCR2 RNA binding, fluorescence polarization; stronger effect = lower value; AID 1832; activity score (negative = inhibition of binding), % at 10 µM;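 active means inhibition past about -25% in most replicates, and total fluorescence under double the plate's negative control median, limit read from the data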;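 further: 0% = DMSO and -100% = 5 µM competing unlabeled TCR2 RNA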
# Bcl-xL primary: blocks human Bcl-xL binding to Bim BH3 peptide. Q07817. GST-Bcl-xL / FITC-Bim BH3 peptide fluorescence polarization. inhibition, % at 10.9 µM. 0.7% of 320,000 active;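 active means inhibition above the mean of all tested compounds plus 3 SD, cutoff set per campaign, cut at about 30% in these data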;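 further: 0% = DMSO wells and 100% = unlabeled Bim-BH3 peptide competitor; inhibitors lower millipolarization by displacing the labeled peptide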
# Starred values were filed as active, the others as inactive; x = no result given.
molecule,GRK2 aptamer HTS,VLA-4 inh,Efflux pump mplx,MCL1 BIM primary,Fam108B inh,PME-1 primary,GLD-1 TGE inh,Bcl-xL primary,MEX-5 binding
Cc1noc(C)c1NC(=O)Nc1ccc2c(c1)C(=O)N([C@H](C)CO)C[C@H](C)[C@@H](CN(C)S(=O)(=O)c1ccccc1)O2,1.0,7.8,0.2,x,x,x,-2.1,x,x
O=C(c1ccco1)N(Cc1cc2ccccc2[nH]c1=O)CC1CCCO1 (stereo not given),4.0,9.8,0.0,4.8,-7.0,-3.6,4.5,2.7,-1.3
Cc1ccc(-n2cc(CN3CCN(Cc4nccn4C)CC3)c(-c3ccc(F)cc3)n2)cc1,0.0,-3.8,-0.1,15.7,2.3,3.4,5.0,1.1,0.7
Cn1c(=O)cc(SCC(=O)NCCCN2CCN(c3ccc(F)cc3)CC2)c2ccccc21,0.0,-8.4,0.1,9.2,-3.0,2.0,-0.9,9.2,0.0
COCCCNc1nc2ccccc2nc1NS(=O)(=O)c1cccs1,2.0,9.9,0.0,9.1,-2.1,2.4,8.2,10.3,0.1
COc1cccc(CNc2ccc(S(=O)(=O)N3CCCC3)cn2)c1,0.0,-11.2,-0.2,x,x,x,-1.7,x,x
O=C(COc1ccc(C(=O)c2ccccc2)cc1)NCc1ccc(F)cc1,0.0,1.3,0.0,-5.3,4.5,6.1,3.6,3.0,x
CC(NC(=O)c1ccccc1Br)c1nnc(SCc2ccc([N+](=O)[O-])cc2)n1C (stereo not given),0.0,-0.8,-0.1,-6.9,-0.4,5.1,1.9,0.2,-0.1
O=c1cc(-c2ccccc2)[nH]c2[nH]n(-c3ccccc3)c(=O)c12,0.0,-1.9,-0.4,-3.5,0.4,-0.1,-3.8,1.0,1.7
Cc1ccc(S(=O)(=O)/N=C(\N)c2ccc(F)cc2)cc1,0.0,1.0,-0.1,5.5,-1.5,5.4,-0.5,3.1,-1.6
CCOc1ccccc1/C=N/NC(=O)c1cccc(Cl)c1,3.0,-5.8,-0.1,5.5,-0.3,-2.0,4.1,3.7,1.3
COc1ccc(CCNCC(O)Cn2ccc3ccccc32)cc1OC (stereo not given),0.0,4.1,0.3,1.0,-0.6,-7.0,5.2,-0.5,-0.1
CCNc1sc(C(=O)OCC)c(N)c1C#N,2.0,45.0,0.2,-6.3,-2.0,-3.4,11.5,1.4,1.9
COc1ccc(C(=O)COC(=O)c2cc3ccccc3oc2=O)c(OC)c1,0.0,-2.7,-0.1,-4.4,6.2,3.5,-2.5,-3.0,0.9
COCCn1c(-c2ccc3ccccc3c2)nc2c1c(=O)[nH]c(=O)n2CC(C)C,0.0,8.7,0.0,5.2,0.7,6.8,-2.4,3.2,2.1
O=C1CCC(C(=O)OC(C(=O)Nc2cc(Cl)cc(Cl)c2)c2ccccc2)=NN1 (stereo not given),0.0,20.0,0.0,-1.0,x,-0.9,0.2,1.7,x
CC1CCN(S(=O)(=O)c2cccc(S(=O)(=O)N3CCOCC3)c2)CC1,1.0,7.9,-0.1,3.2,-2.8,6.9,1.3,0.7,-1.2
COCCNC(=O)C(=O)NCC1OCCN1S(=O)(=O)c1ccc2c(c1)OCCO2 (stereo not given),2.0,13.6,0.0,3.0,-2.7,-9.9,0.8,4.5,0.0
CC(=O)NC(CCS(C)(=O)=O)C(=O)Nc1cc(Cl)ccc1Cl (stereo not given),0.0,1.3,-0.1,4.2,2.0,2.5,-5.7,1.2,1.5
CN(C)c1nc2c(c(=O)n(C)c(=O)n2C)n1Cc1ccccc1,0.0,10.8,0.2,2.3,4.0,-2.8,1.4,0.0,0.5
CCOc1ccc(Nc2nc(Cl)nc(N3CCN(c4ccc(OC)cc4)CC3)n2)cc1,4.0,x,-0.2,9.8,-3.0,6.0,5.0,4.1,2.0
Nc1ccc(Br)cc1C(=O)O,6.0,1.2,0.2,-5.2,4.3,0.3,-1.0,2.0,-2.6
O=C(NCc1ccco1)C(c1ccccc1)N(Cc1ccccc1)C(=O)Cn1nnc2ccccc21 (stereo not given),1.0,-42.4,0.0,4.0,4.8,0.9,5.7,0.4,0.6
Cn1nccc1NC(=O)CSCC(=O)O,1.0,-6.4,0.0,-1.3,0.1,-0.7,-1.0,1.5,0.9
COc1cc2c(cc1OC)C(c1ccccc1)N(C(=O)c1cccc(S(C)(=O)=O)c1)CC2 (stereo not given),0.0,-8.0,0.2,-9.8,-0.4,17.5,1.7,1.2,0.5
COc1ccc(CNC(=O)COC(=O)C2CC2C)cc1OC (stereo not given),3.0,12.1,0.0,-22.6,-0.1,-2.6,2.8,-14.4,-1.6
CC(=O)c1cccc(NS(=O)(=O)c2cc(-c3cnc(C4CC4)o3)ccc2C)c1,11.0,1.4,0.1,7.1,5.7,-0.3,7.8,3.4,2.4
CC1CC(C)CN(c2nc3c(c(=O)n(C)c(=O)n3C)n2CCSc2ncccn2)C1 (stereo not given),0.0,0.0,0.1,5.2,7.3,4.3,-4.8,-1.7,1.3
O=C(Nc1nnc(SCC(=O)N2CCOCC2)s1)C1CC(=O)N(c2ccccc2)C1 (stereo not given),2.0,-6.9,0.2,2.0,1.4,-5.3,1.7,4.8,-0.6
O=C(/C=C/Nc1ccccc1)c1ccccc1,3.0,8.0,0.1,-5.1,5.0,9.5,-8.5,-0.4,-5.3
CCOc1cc(NC(=O)C2CCCO2)c(OCC)cc1NC(=O)C1CC1 (stereo not given),0.0,32.5,0.1,8.3,-0.7,1.4,4.9,11.2,-1.6
O=C(COc1cccc(F)c1)Nc1nc(-c2cccnc2)cs1,0.0,-4.0,0.0,9.2,x,-3.0,0.8,7.7,x
Cc1ccc(NC(=O)C2CC(=O)N(C(C)c3ccccc3)C2)cc1 (stereo not given),0.0,3.6,-0.2,8.6,x,4.5,-1.9,7.6,x
c1ccc2c(Nc3nc(N4CCOCC4)c4ccccc4n3)cccc2c1,0.0,1.2,-0.1,7.6,2.5,3.4,-2.9,6.1,-0.3
Cc1ccc(S(=O)(=O)Nc2ccc(C(OC(=O)c3ccccc3[N+](=O)[O-])(C(F)(F)F)C(F)(F)F)cc2)cc1,0.0,-4.3,-0.4,0.1,-5.6,-1.7,11.9,7.2,-0.5
CCN(CC)c1ccc(C=Nc2cc(C)cc(C)c2)c(O)c1,14.0,8.2,0.1,6.3,2.0,4.9,3.8,-2.6,0.6
Cc1nn(-c2ccccc2)c(Cl)c1/C=N/NC(=O)c1ccnn1C,3.0,21.3,0.0,4.2,-0.3,-4.3,3.4,9.3,0.6
Cc1ccc(N2C(=O)c3ccccc3C2Nc2ccccc2)nc1 (stereo not given),0.0,-2.6,0.1,-3.2,-6.9,-2.5,-8.1,2.2,2.5
COc1ccc(CNC(=O)CN(C2CCCCC2)S(C)(=O)=O)cc1,1.0,3.5,-0.1,5.6,3.5,8.3,-0.1,4.9,-0.6
O=C(O)CCCC(=O)Nc1ccccc1Br,1.0,-8.2,-0.3,2.0,1.0,-6.1,-3.4,9.1,-2.1
Cc1cccc(-n2c(CCc3ccccc3)nnc2SCC(=O)c2ccccc2)c1,2.0,-8.9,0.0,-12.0,-4.2,1.4,1.7,-1.3,0.7
CCn1c(SCC(=O)Nc2cc(OC)ccc2OC)nnc1C1CCCCC1,0.0,4.2,0.1,0.3,0.8,1.5,0.8,7.0,1.0
CCOC(=O)Nc1cccc(Cl)c1C,0.0,5.5,-0.1,7.5,-0.5,-1.9,2.4,2.6,2.3
Cc1cccc(CN2CCN(c3nc4nonc4nc3NC3CC3)CC2=O)c1,0.0,7.2,0.2,16.0,1.5,5.4,1.8,7.3,-0.8
Cc1c(C(=O)NCc2ccco2)cccc1[N+](=O)[O-],0.0,3.5,-0.5,3.9,-0.5,2.3,-0.1,4.4,0.0
CC(=O)N1CCOc2ccc(S(=O)(=O)N3CCC(C(=O)Nc4cc(C)ccc4C)CC3)cc21,1.0,4.1,0.0,-1.8,3.2,3.4,-3.9,3.7,0.9
Cc1ccc(CNC(=O)C2CCN(S(=O)(=O)c3cccs3)CC2)cc1,3.0,1.2,-0.1,6.0,-0.3,3.5,1.3,7.5,2.7
COc1cc(OC)cc(-c2nnc(NC(=O)Cc3ccc(F)cc3)o2)c1,3.0,13.6,-0.4,-1.3,1.7,2.5,-4.1,2.8,0.8
COCC(=O)N(C)C1(c2nnnn2CCOC(=O)Nc2ccc(Cl)cc2)CCCC1,0.0,5.8,-0.2,7.9,2.1,-0.4,7.2,4.7,-0.1
COc1ccc(C2(CNC(=O)c3ccc(OC)c([N+](=O)[O-])c3)CCOCC2)cc1OC,1.0,4.0,0.0,0.9,-1.3,6.0,2.6,4.1,1.6

# More records follow:
molecule,GRK2 aptamer HTS,VLA-4 inh,Efflux pump mplx,MCL1 BIM primary,Fam108B inh,PME-1 primary,GLD-1 TGE inh,Bcl-xL primary,MEX-5 binding
CCOC(=O)c1ccc(NC(=O)CSc2nnc(Cn3c(=O)sc4ccccc43)n2C)cc1,0.0,-27.8,0.0,11.0,0.6,2.9,2.5,1.9,3.2
O=C(O)CCn1c(SCc2cc(=O)n3ccccc3n2)nc2ccsc2c1=O,3.0,-12.2,0.5,-1.8,1.7,-1.9,-3.0,0.6,0.3
O=C1NC(Cc2c[nH]c3ccccc23)C(=O)N1Cc1cccc2ccccc12 (stereo not given),0.0,4.5,0.1,-1.4,-0.5,5.9,6.5,6.2,-1.1
COc1ccccc1-c1c(C)nn2c(N3CCN(Cc4ccccc4)CC3)cc(C)nc12,4.0,6.7,0.0,5.5,3.9,1.2,0.8,2.5,-0.6
COc1ccc(C(=O)Nc2c(C(C)(C)C)nn(C)c2C(C)(C)C)cc1,0.0,1.8,-0.1,-1.2,-1.8,0.7,5.1,5.5,3.0
O=C(Nc1ccc(N2CCOCC2)cc1)c1cc2c(s1)CCCC2,0.0,13.7,0.0,9.6,8.3,0.9,4.8,3.5,-2.4
COc1ccccc1NS(=O)(=O)c1cccc(C(=O)N/N=C/c2ccc(NC(C)=O)cc2)c1,2.0,0.6,-0.1,1.2,-3.0,3.5,-6.6,5.7,0.0
CCOC(=O)Nc1sc2c(c1C(=O)OCC)CCC2,3.0,6.2,0.3,-1.2,-4.2,2.7,0.6,-3.8,1.7
Cc1ccc(C)c(NC(=O)CCN2CC(C)CC(C)C2)c1 (stereo not given),2.0,0.5,0.1,7.4,-5.0,0.5,-1.8,4.5,-0.3
O=C(CSc1nnc(-c2ccc(F)cc2)o1)c1ccc2c(c1)OCCO2,0.0,8.0,0.1,3.4,-6.8,-6.4,2.4,0.7,-6.1
CCc1ccccc1NC(=O)CC(O)(C(=O)OC)C(F)(F)F (stereo not given),4.0,4.3,0.0,3.6,-1.9,-1.2,2.1,4.8,1.9
CCCN(CCC)CCNC(=O)C(NS(=O)(=O)c1ccc2c(c1)CCC(=O)N2)c1ccccc1 (stereo not given),3.0,4.2,-0.1,-1.4,0.5,3.8,-0.1,0.8,-0.8

# Screening results deposited in PubChem BioAssay by several laboratories.

# Only part of the results is shown; rates above refer to the full screens.
